mcGAS inh: mouse cGAS inhibition by luminescence. Q8C6L5. recombinant cGAS, Kinase-Glo ATP depletion luminescence. inhibition, % at 12.5 µM. 0.15% of 160,000 active;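 also: 0% = negative control wells and 100% = reference inhibitor with no enzyme activity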
NPYLR7 agonist: mosquito NPYLR7 agonism. HEK293T NPYLR7/Galpha15, GCaMP6s calcium fluorescence. activation, % at 10 µM. 0.15% of 270,000 active. AID 1259423; in the data active = activation above about 40%;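 also: 0% = vehicle and 100% = reference agonist at the receptor; some compounds past the cut are filed as inactive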
hcGAS lum: blocks human cGAS activity. recombinant h-cGAS, ATP depletion, Kinase-Glo luminescence. inhibition, % at 12.5 µM. 0.081% of 290,000 active;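 also: 0% = vehicle reaction and 100% = reaction without DNA for no activity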
Target sequence (Q8N884 whole entry, looked up): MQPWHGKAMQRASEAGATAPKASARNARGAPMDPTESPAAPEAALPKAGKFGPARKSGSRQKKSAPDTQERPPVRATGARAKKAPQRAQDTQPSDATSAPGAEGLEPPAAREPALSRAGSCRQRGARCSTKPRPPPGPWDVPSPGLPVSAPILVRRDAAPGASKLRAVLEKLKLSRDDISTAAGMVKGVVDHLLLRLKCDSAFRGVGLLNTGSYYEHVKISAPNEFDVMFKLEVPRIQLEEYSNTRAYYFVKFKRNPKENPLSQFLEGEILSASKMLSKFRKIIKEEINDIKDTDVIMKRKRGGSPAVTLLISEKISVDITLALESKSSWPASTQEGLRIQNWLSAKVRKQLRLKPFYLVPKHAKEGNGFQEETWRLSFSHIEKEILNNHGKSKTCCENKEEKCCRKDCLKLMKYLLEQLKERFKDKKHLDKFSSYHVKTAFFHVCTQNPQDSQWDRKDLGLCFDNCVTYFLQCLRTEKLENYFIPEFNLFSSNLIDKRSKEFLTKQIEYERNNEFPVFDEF
Active calls of the source: *; . = not tested or not shown; & = joins results of further samples. Rule as the data show it, unless noted: active = inhibition above about 40%; inactive = the rest.

Below each SMILES: hcGAS lum, mcGAS inh, NPYLR7 agonist
- C=c1onc(-c2ccccc2)c1=c1[nH]/c(=C\c2ccc(OC)cc2OC)c(=O)o1
 : -5, -6, -1
- O=c1cc(CNc2nccc(CCC(F)(F)F)n2)nc[nH]1
 : -10, ., 4
- Cc1cc(NC(=O)CSC(C)c2c(F)cccc2F)n(C(C)(C)C)n1 (centres undefined)
 : 4, ., -10
- O=C(Nc1ccccc1C(F)(F)F)N1CCSC1c1cccc(OCc2ccccc2)c1 (centres undefined)
 : -4, -4, .
- COc1cc(C)c(-c2nc3ccccc3c(=O)n2C2CCCCC2)cc1C
 : -7, -6, 5
- Cc1ccc(C(=O)N2CCCC2C(=O)NCc2ccco2)c(C)c1 (centres undefined)
 : -9, -5, 0
- O=C(NC1CC1)C1CNCCN1C(=O)C1=Cc2ccccc2OC=C1 (centres undefined)
 : -8, -12, 6
- CCN(C)S(=O)(=O)Nc1cc(Cl)c(OC)c(Cl)c1
 : 1, -5, 1
- c1ccc(Nc2nccc3[nH]c(-c4ccco4)nc23)cc1
 : -2, -6, -2
- Cc1noc(C)c1C(=O)NC(C)c1ccc(N2CCN(C)CC2)cc1 (centres undefined)
 : -2, ., -18
- Nc1nnc(-c2n[nH]c(=O)c3ccccc23)s1
 : 4, ., 4
- O=C(NCC1CN(c2ccccc2)C(=O)O1)C(c1ccccc1)c1ccccc1 (centres undefined)
 : -3, ., 5
- CCNC(=O)CN1CCN(C(=O)c2cc(Cl)cc(Cl)c2)CC1
 : -9, ., -1
- O=C(NC1CCN(c2cnccn2)CC1)c1ccccc1C1CCNC1 (centres undefined)
 : -1, ., 7
- Nc1ccc(S(=O)(=O)Nc2ccc([N+](=O)[O-])cc2O)cc1
 : 2, -3, -1
- Cc1ccc(-c2nc3ccc(Cl)cn3c2NC(C)(C)CC(C)(C)C)cc1
 : -9&-3, -8&-3, 11
- Cc1cccc(NC2CCN(C(=O)c3ccc(C)[nH]c3=O)CC2)c1
 : -12, -16, -1
- CNC(=O)NC(=O)C(NC1CCCc2ccccc21)c1ccccc1 (centres undefined)
 : 0, -3, 2
- COc1cccc(-c2nn(CC(N)=O)c(=O)c3nc(C)sc23)c1
 : 9, 0, 2
- O=[N+]([O-])c1ccc(-c2nc(-c3ccncc3)no2)cc1
 : -4, -4, -7
- Clc1ccc2nc(N3CCc4ccccc43)c3nncn3c2c1
 : 2, -1, -1
- CCCc1nc(N2CCN(C(=O)Nc3ccc(F)cc3F)CC2)c2c3c(sc2n1)CCCC3
 : -4, -4, -12
- CCC(CNS(=O)(=O)N(C)C)Oc1ccccc1 (centres undefined)
 : -6, ., 8
- CCCC1(CO)CCCN(CC(=O)NC(C)(C)CC)C1 (centres undefined)
 : -15, -6, .
- FC(F)(F)C1(C(F)(F)F)N=C2C=CC=CN2C(c2ccccc2)=N1
 : 2, ., 0
- COc1ccc(-c2noc(CCC(=O)NC3CCCC3)n2)cc1
 : -8, ., -1
- COc1cccc(C(=O)Oc2coc(CSc3nc(C)cc(C)n3)cc2=O)c1OC
 : -4, -1, -16
- Cc1ccc(NC(=O)N2CCCC(OCc3ccccc3C)C2)cc1 (centres undefined)
 : -5, -4, -7
- C=CCNC(=O)C(=O)NCc1ccco1
 : -3, -4, 13
- Cc1cc(=O)[nH]c(-n2nc(C3CC3)cc2NC(=O)c2cc(Cl)ccc2Cl)n1
 : -7, ., -1
- CCOCCn1c(=O)c2c(OCC)c(C)cnc2n(C)c1=O
 : -5, -9, 5
- CC(C)N(Cc1nc(C(=O)N2CCN(c3cccc(C(F)(F)F)c3)CC2)cs1)C(=O)Nc1cccc(Cl)c1
 : -9, -5, 12
- Cc1cccc(NC(=O)N2CCC3(CCN(C)C3)CC2)c1
 : 7, ., -3
- CCCCN(CCC(=O)N1CCN(C(=O)OCC)CC1)c1nc(Cc2cccc(OC)c2)ns1
 : 2, 0, -4
- Cc1cc(C)c(C(=O)NCC(=O)c2ccccc2)c(C)c1
 : -4, ., 2
- COc1ccc(OC)c(C2c3[nH]c4ccccc4c3CCN2C(=O)C2CCCC2)c1 (centres undefined)
 : 2, ., 1
- C=CCC1(CC=C)CCCN1C(=O)CC1C(=O)NCCN1Cc1ccc(C)o1 (centres undefined)
 : -2, -5, 0
- C=CCN1CCN(c2cc(Oc3ccc(OC)cc3)ncn2)CC1
 : -3, -9, .
- COc1cc(NC(=O)Cn2nc(C(F)(F)F)cc2C)cc([N+](=O)[O-])c1
 : -2, ., 2
- Cc1c(C(=O)N2CCN(c3cccc(C(F)(F)F)c3)CC2)cc(-c2ccc(Cl)cc2)n1-c1ccc(F)cc1
 : -7, -5, 13
- Cc1ncc2c(c1CNC(=O)CSc1ccccc1)CCN(C(=O)c1ccc3c(c1)OCCO3)C2
 : -6, -10, -1
- CC(=O)OC(C)(C)C(=O)/C=C/c1ccccc1
 : -6, ., -8
- CCCCc1ccc(-c2ccc(-n3cncc3C(=O)NCCF)cc2)cc1
 : -3, -7, 26
- CN(c1nc(-c2ccccc2)cs1)C1CCS(=O)(=O)C1 (centres undefined)
 : -5, ., 0
- CCOC(=O)c1c2c(n(C)c1C)C=C(Br)C(=O)C2=O
 : -3, ., -2
- Cc1nc(NCCNC(=O)Nc2ccc(F)cc2F)cc(N2CCOCC2)n1
 : -1, ., 0
- CCc1nc2ccc(C(=O)NCCOc3ccc(OC)cc3)cn2c1N(C)Cc1ccc(OC)cc1
 : -4, -4, -4
- COc1ccc(C2=NN(C(=O)CCl)C(c3nc4ccccc4[nH]3)C2)cc1 (centres undefined)
 : 8, 0, -3
- C=C(C)Cn1c(SCC(=O)N/N=C\c2cc(OC)ccc2OC)nnc1-c1ccc([N+](=O)[O-])cc1
 : 3, ., -5
- Cc1cccc(CN(C)Cc2ccc(-c3nc(C(F)(F)F)c(C)c(=O)[nH]3)cc2)n1
 : -6, -15, -7

5 records drawn at random from those above, as already listed:
Below each SMILES: hcGAS lum, mcGAS inh, NPYLR7 agonist
- Cc1nc(NCCNC(=O)Nc2ccc(F)cc2F)cc(N2CCOCC2)n1
 : -1, ., 0
- CC(=O)OC(C)(C)C(=O)/C=C/c1ccccc1
 : -6, ., -8
- CN(c1nc(-c2ccccc2)cs1)C1CCS(=O)(=O)C1 (centres undefined)
 : -5, ., 0
- Cc1cccc(CN(C)Cc2ccc(-c3nc(C(F)(F)F)c(C)c(=O)[nH]3)cc2)n1
 : -6, -15, -7
- CCCCc1ccc(-c2ccc(-n3cncc3C(=O)NCCF)cc2)cc1
 : -3, -7, 26

New compounds follow:
Below each SMILES: hcGAS lum, mcGAS inh, NPYLR7 agonist
- Cc1ncc2c(c1CNC(=O)CN1CCCCC1)CCN(C(=O)C1CC(=O)c3ccccc31)C2 (centres undefined)
 : -10, ., 11
- Cc1c(C(=O)NC2CC2)sc(=O)n1Cc1ccc(C(=O)N(C)C)cc1
 : -6, ., 14
- CCCN1CCCn2c1nc1c2c(=O)[nH]c(=O)n1C
 : -6, ., -2
- COc1cccc2cc(C(=O)Nc3ccccc3F)c(=O)oc12
 : -9, -7, 1
- OCC#Cc1csc(CN2CC3C[C@@H]4CC2C[C@H](C3)C4)c1
 : -8, -12, 2
- CCC(CC)C(=O)N1CCN(c2ccc(Nc3ccc(C)cc3)nn2)CC1
 : -4, -7, 3
- CCSC1CCCCN(c2nnc(C)c(C)c2C#N)C1 (centres undefined)
 : -11, ., 1
- COc1ccc(C(=O)N2CCC(C(NC(=O)C3CC3)C(=O)N3CCCCC3)CC2)cc1 (centres undefined)
 : -8, -5, 7
- CCCN(Cc1c(-c2ccccc2)nn(C)c1Oc1cccc(C)c1)CC(C)O (centres undefined)
 : -8, -7, -8
- O=C(CCc1cc(Cl)no1)N1CCOC(c2ccc(Cl)cc2)C1 (centres undefined)
 : -8, ., 19
- COc1cccc(NC(=O)N2CCC3(CC2)C(=O)N(CC(=O)NCc2ccc4c(c2)OCO4)CN3c2ccccc2)c1
 : 13, 2, -3
- CC/C=C\CCCN1C[C@H](N)C[C@H]1C(=O)NC(C)C
 : 4, ., 3
- Cn1c2c(c3ccccc31)C[C@H]1C[C@@H]2[C@@H](Oc2ccccn2)CN1C(=O)c1ccc2c(c1)OCCCO2
 : 1, -6, 9
- CCN(CC)C(=O)Oc1ccc2c(ccn2Cc2cc(C)ccc2C)c1-c1ccc(OC)c(OC)c1
 : -1, -6, 14
- CN(C)c1ccc(C=Nc2nonc2-c2ccccc2)cc1
 : -5, ., -3
- CCOc1ccc(C2c3cccn3CCN2C(=O)NC(C)(C)C)cc1 (centres undefined)
 : 3, ., 1
- COc1ncccc1NS(=O)(=O)c1c(C)c(C)c(C)c(C)c1C
 : -7, ., -23
- CN(Cc1ccc(F)cc1)c1ccc(OCC(=O)N2CCN(c3nc4ccccc4s3)CC2)nn1
 : -8, -12, 14
- N#Cc1cccnc1NCc1ccccc1Cn1cccn1
 : 3, -11, 0
- CN(CC1CCCN(CCc2ccccc2F)C1)C(=O)Cn1cnnn1 (centres undefined)
 : -11, ., 2
- Cc1cc(C)c(NC(=O)CSc2nc3ccc([N+](=O)[O-])cc3s2)c(C)c1
 : -2, -3, 3
- Cc1ccccc1N1CCN(Cc2ccc(S(C)(=O)=O)cc2)C(C)C1 (centres undefined)
 : -11, -19, 16
- Cc1ccc(CNc2ncnc3c2cnn3-c2ccccc2)cc1
 : 2, 3, -1
- CN(C)CCCNC1CCS(=O)(=O)C1 (centres undefined)
 : 0, -1, -2
- Cc1ccc(OCC(O)Cn2nc(C)cc2C)cc1 (centres undefined)
 : -2, ., 4
- CCCCNC(=O)Cn1[nH]c(=O)c2ccccc2c1=O
 : -12, ., 2
- O=C(Nc1cccs1)N1CCN(c2ccc(-c3ccco3)nn2)CC1
 : -5, -9, 0
- C=CC(=O)c1ccc2ccccc2c1
 : -2, ., -9
- COc1ccc(CN2C(=O)O[C@@H]3CN(c4cnccn4)C[C@@H]32)cc1OC
 : -12&3, ., 4&-9
- C=C(C)CN(CC)Cc1ccc(C(=O)N2C3CCC2CC(Oc2cccc(C(F)(F)F)c2)C3)cc1 (centres undefined)
 : -1, -5, 15
- Cc1ccc2c(c1)N(C)C(=O)c1cc(NS(C)(=O)=O)ccc1O2
 : 1, ., 7
- Cc1c(C)n2c3c(=O)n(Cc4ccccc4F)c(=O)n(C)c3nc2n1C
 : -1, ., 4
- CC(C)Oc1ccc(-c2noc(-c3cc(-c4ccccc4)n[nH]3)n2)cc1
 : -4, -5, 2
- CC1CN(c2cc(Oc3ccccc3Cl)ncn2)CCN1C(=O)COCc1ccccc1 (centres undefined)
 : 0, -4, -10
- O=C(CN1Cc2ccc(Nc3cccc(F)c3)nc2C1=O)NCCCO
 : -10, ., 4
- O=C1Cn2c(c(-c3nc(-c4ccc(Cl)cc4)cs3)c(=O)c3ccccc32)N1
 : -6, ., -2
- Cn1nnnc1SCc1nnc(-c2ccccc2Br)o1
 : -8, -5, 1
- CC(C)Oc1ccc(-c2cc(C(=O)N/N=C\c3ccccc3)[nH]n2)cc1
 : -8, -3, 1
- CCOc1cc(C(=O)OCC(=O)C=C2N(C)c3ccccc3C2(C)C)cc(OCC)c1OCC
 : -3, -5, 3
- OCc1ccc(-c2c(-c3ccccc3)ncn2CCN2CCOCC2)o1
 : -5, -10, -2

Profiles as entered above:
`Cc1c(C)n2c3c(=O)n(Cc4ccccc4F)c(=O)n(C)c3nc2n1C` reads hcGAS lum: -1; mcGAS inh: .; NPYLR7 agonist: 4
`Cn1nnnc1SCc1nnc(-c2ccccc2Br)o1` reads hcGAS lum: -8; mcGAS inh: -5; NPYLR7 agonist: 1
`CC(C)Oc1ccc(-c2cc(C(=O)N/N=C\c3ccccc3)[nH]n2)cc1` reads hcGAS lum: -8; mcGAS inh: -3; NPYLR7 agonist: 1

Remaining list, next part.
Below each SMILES: hcGAS lum, mcGAS inh, NPYLR7 agonist
- NS(=O)(=O)c1ccc(NC2CC=CC2)c2ncccc12
 : 2, -1, -2
- CC1CCCCN1S(=O)(=O)Nc1ccnc(C(=O)N(C)C)c1 (centres undefined)
 : -9, ., 5
- Cc1ccc2c(c1)C1(SCCN1C(=O)c1ccc(F)cc1)C(=O)N2Cc1ccccc1F (centres undefined)
 : -12, -5, 4
- COc1cc(NC(=O)Cn2nc(C(F)(F)F)c(Cl)c2C)c(OC)cc1Cl
 : 3, 2, -5
- CC1CN(C(=O)C(O)C2CCOCC2)CC(c2ccccc2)O1 (centres undefined)
 : -6, -3, 0
- COc1ccc(-n2ncc(Oc3cccc(OC)c3)c(Nc3ccc(C(=O)NCc4ccc(F)cc4)cc3)c2=O)cc1
 : -9, -5, 8
- Cc1ccc(Cl)c(Oc2cc(N3CCN(C(=O)C(C)C)CC3)ncn2)c1
 : 0, -3, -9
- Cc1cc(C)nc(NS(=O)(=O)c2ccc(NC(=O)Cn3cnc4ccccc4c3=O)cc2)n1
 : -8, -4, -5
- CC1=CC[C@@H]2CN(C(=O)CCN3Cc4ccccc4C3=O)C[C@@H]2C1
 : -5, ., 6
- COc1ccc(N2C(=O)CSC2c2ccccc2NC(=O)c2cccs2)c(OC)c1 (centres undefined)
 : -9, -9, 20
- CCn1cc(C#N)c(=O)n(CC(=O)Nc2cccc(-c3csc(C)n3)c2)c1=O
 : 0, ., 0
- COC(=O)c1cc2ccccc2c(CN2CCC(C(=O)N3CCCCCC3)CC2)c1O
 : 4, ., 6
- CCN1CCN(CC(=O)N2N=C(c3cccc(F)c3)CC2c2ccccc2OC)CC1 (centres undefined)
 : -5, -5, 0

Screening results as filed in PubChem BioAssay.
